# Screening results from PubChem BioAssay.
# ER stress death – protection against thapsigargin ER stress killing – CSM14.1 cells, ATP luminescence, primary screen. 48,000 compounds, 0.33% hits. relative survival (cellular ATP), % at 15 µg/mL (by protocol). CSM14.1 thapsigargin ER stress survival;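 active means survival measured by cellular ATP above 50% at 15 µg/ml in the first screen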;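 further: cell death triggered by about 15 µM thapsigargin; ATP read 24 h after thapsigargin was added; plate controls were thapsigargin with DMSO for no effect and DMSO without thapsigargin for full effect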
# Active calls of the source: *.
SMILES,ER stress death
N#C/C(=C\Nc1ccccc1)c1nc(-c2cc3cc(Br)ccc3oc2=O)cs1,20
O=C(Nc1ccc2c(c1)C(=O)N(c1ccccc1)C2=O)c1ccccc1Cl,7
Cc1ccccc1OCC(=O)Nc1cc([N+](=O)[O-])ccc1Cl,0
O=C1NC(=S)N/C1=C\c1ccc(-c2cccc([N+](=O)[O-])c2)o1,10
O=c1[nH]c(SCc2ccccc2)nc2ccccc12,2
COc1ccc(CCC(=O)Nc2cc(Cl)ccc2Cl)cc1,-2
Cc1cc(Cl)ccc1NC(=O)C(=O)NC(C)C,4
O=C1NC(=S)N/C1=C/c1ccc(-c2cccc(Cl)c2Cl)o1,6
O=C1C2C3CC4C2C(=O)C2(c5ccccc5)C1C3C42 (stereo not drawn),0
Cc1ccc(OCC(=O)O/N=C(\N)c2ccccn2)c(C)c1,-5
c1cc2c3c(cccc3c1)-c1nc3nonc3nc1-2,6
COC(=O)c1c(N)sc(C(=O)Nc2ccc(C)cc2C)c1C,-10
O=C(Nc1ccc2c(c1)OCCO2)c1ccccc1Br,1
COc1ccc(C2C(C(=O)/C=C/c3ccccc3)=C(O)C(=O)N2CCCCCC(=O)O)cc1OC (stereo not drawn),-3
O=C(Nc1ccc2nn(-c3ccc(F)cc3)nc2c1)c1ccccc1I,9
CCCCc1c(C)nc2ccc(C(=O)O)cc2c1Cl,12
COc1ccc(N2C(=O)/C(=C/c3cc(Br)cc(OC)c3O)SC2=S)cc1,-3
Cc1ccc(N(C(=O)c2ccc(Br)o2)C2C=CS(=O)(=O)C2)cc1 (stereo not drawn),0
Nc1nc(SCc2ccc(Cl)cc2)nc2sc3c(c12)CCN(Cc1ccccc1)C3,-14
COCCCNC(=O)CN(c1cccc(OC)c1)S(=O)(=O)c1ccccc1,3
O=[N+]([O-])c1cccc(S(=O)(=O)Nc2cccc(F)c2)c1,-2
CCCCC(=O)N1c2c(C)cccc2C(Nc2ccccc2C)CC1C (stereo not drawn),-3
C/C(=N\N=C1\NC(=O)C(CC(=O)Nc2ccc(F)cc2)S1)C(C)(C)C (stereo not drawn),0
COc1cccc(C(=O)NNC(=O)c2ccc(F)cc2)c1,17
CCOC(=O)C1=NNC2C(=O)N(CC)C(=O)C12 (stereo not drawn),4
# New compounds follow:
SMILES,ER stress death
CCOC(=O)C1=C(O)/C(=C/c2ccc(F)cc2)SC1=Nc1ccccc1,4
COC(=O)C1=C(C)NC(=O)N(C(C)=O)C1c1cccs1 (stereo not drawn),0
CCOC(=O)c1c(NC(=O)CCCOc2ccccc2)sc2c1CCC2,6
Cc1nc(SCc2ccc([N+](=O)[O-])cc2)nc2ccccc12,4
COc1ccccc1NC(=O)c1ccc(C(=O)c2c(C)cc(C)cc2C)cc1,7
CCOC(=O)C1=C(O)/C(=C/c2ccc(N(C)C)cc2)SC1=Nc1ccc(Cl)cc1,2
CC1CCC(=C(C#N)c2nc(-c3cc4ccccc4oc3=O)cs2)CC1 (stereo not drawn),2
CNc1nc(Nc2ccc([N+](=O)[O-])cc2)nc(OCC(F)(F)C(F)F)n1,3
CC(=O)NC(C)C12CC3CC(CC(C3)C1)C2 (stereo not drawn),-1
O=C(Nc1nc2ccccc2n1CCOc1ccccc1)c1ccc(F)cc1,-1
CCCOC(=O)c1ccc(NC(=S)NC(=O)COc2ccccc2)cc1,0
O=C1N=C(N2CCCC2)S/C1=C\c1ccc([N+](=O)[O-])cc1,-6
CCOC(=O)N1CCN(S(=O)(=O)c2ccc(C)cc2)C1,1
Nc1nonc1-n1nnc(CN2CCOCC2)c1CN1CCOCC1,-2
COc1ccc(OC)c(NC(=O)CN(c2ccc(C)cc2)S(=O)(=O)c2ccc(F)cc2)c1,3
CCCC(=O)Nc1cc(OC)ccc1OC,-4
Cc1cc(C)nc(SCC(=O)N2CCCCC2)n1,10
O=C(Cc1ccccc1[N+](=O)[O-])Nc1ccc(OCc2ccccc2)cc1,8
Nc1nnc(SCC(=O)n2c3ccccc3c3ccccc32)s1,-6
CC(C)C1/C(=N/O)CC(c2ccccc2)NC1c1ccccc1 (stereo not drawn),0
CCc1ccc(S(=O)(=O)Nc2cc(-c3c(O)ccc4ccccc34)c(O)c3ccccc23)cc1,-27
CCOn1c(=O)c(-c2ccccc2)[n+]([O-])c2ccccc21,2
COc1cc(/C=C2\SC(=S)N(CC(C)C)C2=O)ccc1O,2
N#Cc1c(N)sc2c1CCCCCC2,4
CCc1ccc(NC(=O)c2cnccn2)cc1,-2

# Four of the compounds above, bar-delimited.
mol | ER stress death
CCOC(=O)N1CCN(S(=O)(=O)c2ccc(C)cc2)C1 | 1
CC1CCC(=C(C#N)c2nc(-c3cc4ccccc4oc3=O)cs2)CC1 (stereo not drawn) | 2
O=C(Nc1nc2ccccc2n1CCOc1ccccc1)c1ccc(F)cc1 | -1
COc1ccc(OC)c(NC(=O)CN(c2ccc(C)cc2)S(=O)(=O)c2ccc(F)cc2)c1 | 3

# Remaining list, next part
SMILES,ER stress death
COc1ccc(C2C(C(C)=O)C(=O)CC(C)(O)C2C(C)=O)c(OC)c1 (stereo not drawn),8
Cc1cc(C)c(S(=O)(=O)Nc2cc(Br)c3oc4c(c3c2)C(=O)CCC4)c(C)c1,6
Cc1ccc(C(=O)Nc2ccc3nn(-c4ccc(F)cc4)nc3c2)cc1[N+](=O)[O-],10
S=C(S)N(CCN(Cc1cccs1)C(=S)S)Cc1cccs1,3
N#CC1=C(N)Oc2c([nH]c(=O)[nH]c2=O)C1c1ccccc1 (stereo not drawn),8
Cc1cc(C)c(NC(=O)c2ccc([N+](=O)[O-])c(C)c2)c(C)c1,7
CCN(CC)c1ccc(NC(=O)c2ccc(-c3ccc([N+](=O)[O-])cc3)o2)cc1,6
CC(C)OC(=O)C(C)Sc1n[nH]c(=O)[nH]c1=O (stereo not drawn),14
Cc1cccc(C(=O)Nc2c(C(=O)N(C)C)cnn2-c2ccccc2)c1,-1
CCCCN1C(=O)/C(=C/c2ccc(OC)cc2OC)SC1=S,2
O=C(NC(=S)NCc1ccco1)c1ccc(Br)cc1,-3
COC(=O)C1=C(O)CSC1=Nc1ccccc1,-1
COc1ccc(C)cc1NC(=O)Cc1cccc2ccccc12,16
Cc1ccc(OCCOc2ccc(C=O)cc2)cc1,-1
CC(=O)N(CCc1ccc(S(N)(=O)=O)cc1)C1CC(=O)N(c2ccccc2)C1=O (stereo not drawn),4
COc1ccc(CC(=O)Nc2ccc(Br)cc2)cc1OC,2
CCOc1ccc(-c2c(C#N)c(N)n3c(nc4ccccc43)c2C#N)cc1OC,0
O=C(c1ccco1)N1CCN(Cc2ccco2)CC1,-1
O=C(Nc1ccc(Cl)cc1)c1cccc2ccccc12,20
Cc1ccc(-c2cc3nc4c(c(=O)n3[nH]2)SCC4)cc1,-2
O=C1N=c2ccccc2=C1c1s/c(=N/N=C2/C(=O)Nc3ccccc32)n(-c2ccc(O)cc2)c1O,6
O=C(c1ccccc1)c1cccc(NC2=NS(=O)(=O)c3ccccc32)c1,11
O=C(c1ccc(Cl)cc1)N1N=C(c2ccc(F)cc2)CC1(O)C(F)(F)F (stereo not drawn),14
O=S1(=O)N=C(N/N=C/c2ccccc2O)c2ccccc21,4
N#CCSc1nnc(-c2ccccc2)c(-c2ccccc2)n1,3

# Some values from the list.
# `O=C(NC(=S)NCc1ccco1)c1ccc(Br)cc1` in ER stress death reads -3
# `Cc1cccc(C(=O)Nc2c(C(=O)N(C)C)cnn2-c2ccccc2)c1` in ER stress death reads -1
# `COc1ccc(C)cc1NC(=O)Cc1cccc2ccccc12` in ER stress death reads 16
# `Cc1ccc(-c2cc3nc4c(c(=O)n3[nH]2)SCC4)cc1` in ER stress death reads -2
# `Cc1ccc(OCCOc2ccc(C=O)cc2)cc1` in ER stress death reads -1
# `N#CC1=C(N)Oc2c([nH]c(=O)[nH]c2=O)C1c1ccccc1` (stereo not drawn) in ER stress death reads 8
# `COC(=O)C1=C(O)CSC1=Nc1ccccc1` in ER stress death reads -1
# `O=C(c1ccccc1)c1cccc(NC2=NS(=O)(=O)c3ccccc32)c1` in ER stress death reads 11
# `O=C(c1ccco1)N1CCN(Cc2ccco2)CC1` in ER stress death reads -1
# `COc1ccc(C2C(C(C)=O)C(=O)CC(C)(O)C2C(C)=O)c(OC)c1` (stereo not drawn) in ER stress death reads 8
# `O=C(Nc1ccc(Cl)cc1)c1cccc2ccccc12` in ER stress death reads 20
# `O=S1(=O)N=C(N/N=C/c2ccccc2O)c2ccccc21` in ER stress death reads 4

# Going on with the list.
SMILES,ER stress death
CCOC(=O)c1ccc(NC(=O)CN(CCc2ccccc2)S(=O)(=O)c2ccc(OC)cc2)cc1,9
Cc1ccc(S(=O)(=O)Nc2cc(Cl)c(O)c(Cl)c2)cc1,6
CCc1ccc(NC(=O)C(=O)NCCN2CCN(C(=O)c3ccccc3Cl)CC2)cc1,-2
COCCCNC(=O)CN(c1cc(C)cc(C)c1)S(=O)(=O)c1ccccc1,5
CSc1ccccc1NC(=O)Cn1nc([N+](=O)[O-])cc1C,5
CC(C)c1ccc(N2C(=O)NC(=O)/C(=C/c3ccc(O)c(Br)c3)C2=O)cc1,7
COc1cccc(-n2c(O)c(/C=C3\C=c4ccccc4=N3)c(=O)[nH]c2=O)c1,6
COc1ccc(C(=O)Cn2c(NCCO)nc3ccccc32)cc1,6
COc1ccc(/C=N/Nc2cc(OC)ncn2)c(OC)c1,3
CC(=O)c1cccc(Oc2ncnc3sc4c(c23)CCCC4)c1,10
NC(=O)c1cc(NC(=O)c2cc(C(F)(F)F)cc(C(F)(F)F)c2)c(Cl)cc1Cl,2
CCCC(=O)N1CCN(c2cc(C)c(C(C)=O)cc2F)CC1,8
Cc1ccc(-n2nc3cc(C)c(NC(=O)c4ccco4)cc3n2)cc1,2
CC(C)CC1C(C#N)=C(N)Oc2n[nH]c(-c3ccccc3)c21 (stereo not drawn),-7
CC/C(=C/C(=O)c1ccncc1)Nc1ccc(OC)cc1,1
Cc1cccc(NC(=S)NC(=O)COc2ccccc2)c1,3
COc1ccc(N(CC(=O)Nc2cccc(Br)c2)S(C)(=O)=O)cc1Cl,-13
Cc1ccc(S(=O)(=O)Nc2ccc(O)c(S(=O)(=O)c3ccc(C)cc3)c2)cc1,12
O=C1C(=O)N(CCc2ccccc2)c2ccccc21,1
O=C(c1cccnc1)N1CCN(C(=O)c2cccs2)CC1,-1
COC(=O)c1cccc(NC(=O)c2ccc(C)cc2)c1,-6
CCOc1cc(/C=C2\SC(=S)N(CCS(=O)(=O)O)C2=O)ccc1O,-3
CC(=O)Cc1oc2ccc(O)cc2c1[N+](=O)[O-],-9
O=C(O)c1ccc(Nc2nc(-c3ccccc3)c3ccccc3n2)cc1,1
CCOc1cc(/C=N/n2cnnc2)ccc1OCc1cccc2ccccc12,4
# Going on with the list:
SMILES,ER stress death
COc1ccc(/C(N)=N/OC(=O)Cc2ccc(Cl)cc2)cc1OC,6
Cn1c(=O)[nH]c(=O)c2c1nc1n2CC(COc2ccccc2)O1 (stereo not drawn),2
C=CCOc1ccccc1/C=C1/C(=O)ON=C1c1ccc(Cl)cc1,4
O=[N+]([O-])c1ccc(CNCC2(c3ccccc3)CCCC2)cc1,-12
COC(=O)c1ccccc1NC(=S)NC(=O)c1ccc(Cl)cc1,-1
COc1ccc(NC(=O)CN(c2cc(OC)ccc2OC)S(C)(=O)=O)cc1,9
Cc1ccc(CN2CCN(/N=C\c3ccc(O)cc3O)CC2)cc1,4
COC(=O)Cn1c(=N)n(Cc2ccc(C)cc2)c2ccccc21,-4
Cc1c(Cl)cccc1NC(=O)C1c2ccccc2Oc2ccccc21,2
CC(=O)c1cccc(N=Cc2nc(-c3ccccc3)oc2O)c1,3
CN1CCN(C(=O)CCN2C(=O)S/C(=C/c3ccc(Cl)cc3)C2=O)CC1,-5
CSc1nc2sc3c(c2c(=O)n1C)CCC3,0
O=C(NCc1ccccc1Cl)C(=O)Nc1cccc(Cl)c1Cl,15
CCCN1C(=O)c2ccccc2NC1c1ccc(C)cc1 (stereo not drawn),-2
COc1ccc(C2NC(=O)NC(C)=C2C(=O)Nc2ccc(C)cc2)cc1OC (stereo not drawn),8
Fc1ccc(NC(=S)N2CCCc3ccccc32)cc1,-3
Cc1cc(=O)oc2cc(OCc3ccc(Br)cc3)ccc12,10
CSC(=Nc1ccc(C)cc1)Nc1ccc(C)cc1,-1
CCN(CC)C(=S)NC(=O)/C=C/c1ccc(OC)c(OC)c1,0
Cc1c(NS(=O)(=O)c2ccccc2)cccc1-c1nc2ncccc2o1,3
O=C(NCCN1CCOCC1)c1sc2ccccc2c1Cl,-1
CC1(C)CC(=O)c2c(oc3ccc(NS(=O)(=O)c4cccc([N+](=O)[O-])c4)cc23)C1,15
Cc1ccc(S(=O)(=O)NC(C)(C)CN2CCCCC2)cc1,1
Cc1ccc(-c2nnc(SCC(=O)Nc3ccc(F)cc3)o2)cc1,0
CCOc1ccc(/C=C2/SC(=S)N(CC(=O)O)C2=O)cc1,2
# Later entries
SMILES,ER stress death
O=C(O/C(=C/c1nccn1Cc1ccc(Cl)cc1)c1ccccc1)c1ccccc1,-4
CCOc1ccc(N2C(=O)S/C(=C\c3ccc(C)cc3)C2=O)cc1,8
O=C(N/C(=C/c1ccc(Br)cc1)C(=O)N1CCOCC1)c1ccccc1,6
CCC1=NN(C(=O)c2ccccc2)C(O)(c2ccc(Br)cc2)C1 (stereo not drawn),11
CN(C)c1nnc(-c2ccccc2)c(-c2ccccc2)n1,0
CCCCN1C(=O)/C(=C\c2ccc(N(CC)CC)cc2)SC1=S,8
NC(=O)c1ccc(NC(=O)CCN2C(=O)c3ccccc3C2=O)cc1,-2
CCCCN(CCCC)CCNC(=O)C(=O)NCc1ccccc1,-3
O=c1nc2s/c(=C\c3cn(-c4ccccc4)nc3-c3cccc([N+](=O)[O-])c3)c(=O)n2nc1Cc1ccccc1,1
Cc1ccccc1C1=N/C(=C\c2ccc(Br)o2)C(=O)O1,10
CCOc1ccccc1NC(=O)CSCc1ccccc1,9
CC(Oc1cccc(Cl)c1)C(=O)Nc1ccc(C(N)=O)cc1 (stereo not drawn),-1
Oc1c(Br)cc(Br)cc1C=Nc1ccc(Br)c2cccnc12,10
CSc1ccc(C=Nc2ccc(S(N)(=O)=O)cc2)cc1,6
O=C(c1ccccc1F)N1CCN(c2ccc([N+](=O)[O-])c(NC3CC3)c2)CC1,3
Cc1ccccc1NC(=O)C1COc2ccccc2O1 (stereo not drawn),0
CN(C)c1ccc(-c2nc3cc(NC(=S)NC(=O)c4ccco4)ccc3o2)cc1,2

# An excerpt, so the mix of outcomes need not match the whole.
